Assay outcomes deposited in PubChem BioAssay by Sanford-Burnham Center for Chemical Genomics.
EphA4 KYL inhibition: EphA4 ligand-binding antagonists – biochemical, colorimetric, mouse EphA4, primary screen (AID 689). hit rate 0.1% among 62,000. EphA4-AP binding to KYL peptide, pNPP A405; higher % means a stronger effect. one-dose inhibition, % at 10 µM; IC50 in µM for titrated hits; in the data active means a potency from the dose series; inactive means the rest, 99 in 100 with inhibition below about 22%
* marks the source's active call; other numbers are inactive results; & = joins results of further samples. This is a subset. The share of hits here may be higher or lower than overall.

SMILES	EphA4 KYL inhibition
Cn1c(=O)c2c(SCC(=O)NCc3ccco3)nc(CC(C)(C)C)nc2n(C)c1=O	-2.4%
CCOc1ccccc1C(=O)N1c2ccccc2Sc2ccccc21	18.7%
Cc1sc(-n2c(C)cc(C=O)c2C)c(C(=O)O)c1C	13.9%
COc1ccc(NC(=O)COC(=O)c2c3c(nc4ccccc24)CCCC3)cc1	2.0%
O=C(NCc1n[nH]c(=S)n1-c1ccccc1)c1ccc(S(=O)(=O)N2CCOCC2)cc1	-13.8%
Cn1c2ccccc2c2ncn(CCN3CCOCC3)c(=O)c21	-5.4%
Cc1nnc2c3ccccc3c(-c3ccc(O)cc3)nn12	-1.8%
NC(=O)CSCc1nc2ccccc2s1	11.6%
CC(CNCc1ccc2c(c1)OCO2)NCc1ccc2c(c1)OCO2 (configuration not stated)	-6.3%
COc1ccc(C(=O)c2ccc(N3CCOCC3)cc2)c(OC)c1	-7.7%
CCOC(=O)C1C(=O)C=C(C)C(C(=O)OCC)C1c1ccc(OC)cc1 (configuration not stated)	-5.0%
CCOC(=O)c1ccccc1NS(=O)(=O)c1cccs1	-5.1%
COC(=O)c1c(C)oc2ccc(OCc3cccc(F)c3)cc12	-5.1%
O=C(Nc1ccc(Cl)cn1)c1cccc(Cl)c1Cl	-8.5%
Cc1cccc(Oc2sc(C(=O)c3ccccc3)c(N)c2C#N)c1	-5.4%
CC(C)CCn1c(Br)nc2c1c(=O)n(CC(N)=O)c(=O)n2C	-16.2%
CC1(C)CC(=O)C(=Cc2cn(-c3ccccc3)nc2-c2ccc(Cl)cc2)C(=O)C1	12.3%&8.2%
N#Cc1nc(Cc2cccc3ccccc23)oc1NCCN1CCCCC1	-11.7%
Cc1ccc(C(C)C)c(OCC(=O)N2CCN(c3ccc([N+](=O)[O-])cc3)CC2)c1	8.4%
Cc1ccc(-c2c(C#N)c(N)nc3c2CCCCCC3)o1	-7.5%
O=C(NC1CC1)C1CCN(c2ccc(S(=O)(=O)N3CCOCC3)cc2Cl)CC1	2.6%
CC1(C)Cc2c(c(=S)nc(-c3ccccc3)n2CCOCCO)CO1	-7.0%
CSc1ccc(Cl)c(C(=O)NCc2ccco2)c1	6.2%
COc1ccc(Cl)cc1NC(=O)CN(c1ccc(C)cc1)S(=O)(=O)c1ccc(OC)c(OC)c1	-7.3%
CCOC(=O)c1ccc(NC(=O)CN(c2ccc(C)cc2)S(=O)(=O)c2c(C)n[nH]c2C)cc1	10.5%
COc1cc(C2/C(=C(\O)c3ccc(F)cc3)C(=O)C(=O)N2c2nncs2)ccc1O (configuration not stated)	1.4%
COc1ccc(CSc2nnc(SCc3ccc([N+](=O)[O-])cc3)s2)cc1	-17.0%
O=C(NC(=S)Nc1nc(-c2ccc(Br)cc2)cs1)c1cccnc1	-11.9%
O=C(CCC(=O)N(CC(=O)NC1CCCCC1)Cc1ccco1)Nc1nccs1	-6.1%
O=C(NCc1ccco1)C(c1ccccc1)N(C(=O)Cc1cccs1)c1ccccc1F (configuration not stated)	-12.6%

In the list so far, these have an NH in an aromatic ring:
SMILES	EphA4 KYL inhibition
O=C(NCc1n[nH]c(=S)n1-c1ccccc1)c1ccc(S(=O)(=O)N2CCOCC2)cc1	-13.8%
CCOC(=O)c1ccc(NC(=O)CN(c2ccc(C)cc2)S(=O)(=O)c2c(C)n[nH]c2C)cc1	10.5%

(listing goes on)
SMILES	EphA4 KYL inhibition
O=C(CCc1nc2ccccc2c(=O)[nH]1)OCC(=O)N1CCN(S(=O)(=O)c2ccccc2)CC1	26.5%
COc1ccc(OC)c(/C=N/NC(=O)c2cc[n+](CC(=O)c3ccccc3)cc2)c1	0.3%
CC1(C)CC(=O)C2(CC3=C(CC(C)(C)CC3=O)O2)C(=O)C1	-0.1%
O=c1c2ccccc2nc2n1C(CSc1ccc(F)cc1)CN2 (configuration not stated)	-15.1%
COc1ccc(NC(=O)c2cc([N+](=O)[O-])ccc2Cl)c(OC)c1	-13.5%
C=CCOc1ccc(/C=C2\SC(=S)N(CC(=O)O)C2=O)cc1OC	-2.0%
O=C(N/N=C/c1ccc(OC(=O)c2ccccc2)cc1)c1ccc(CN2CCOCC2)cc1	0.8%
O=C(CN1CCC(C(O)(c2ccccc2)c2ccccc2)CC1)Nc1ccccc1	-0.2%
COc1ccc(C(=O)N/C(=C\c2ccc(-c3cccc([N+](=O)[O-])c3)o2)C(=O)NC(C)C)cc1	-7.1%
Cc1nn(CC(=O)NCc2ccccc2Cl)c(C)c1[N+](=O)[O-]	-10.8%
CCc1ccc(N=C2N=C(N)c3ccccc32)cc1	-3.1%
O=C(c1cccc(F)c1)N1CCCC(C(=O)N2CCCC2)C1 (configuration not stated)	-2.8%
O=C(NCS(=O)(=O)c1ccccc1)c1ccccc1	-14.6%
COc1ccc(-c2nn(-c3ccccc3)cc2C(=O)O)cc1	5.3%
C=CCC(C(=O)OC)(C(=O)OC)c1ccc([N+](=O)[O-])cn1	-5.1%
CCOC(=O)c1sc(N)nc1C(C)(C)C	-5.4%
CCCC(=O)Nc1cccc2c1CCCC2	-0.8%
CCOc1cc(C(=S)N2CCOCC2)ccc1OS(=O)(=O)c1ccc(C)cc1	-4.3%
CCOC(=O)Nc1ccc(S(=O)(=O)Nc2cc(C)nc(C)n2)cc1	4.6%
CCOC(=O)N1CCC(N2C(=O)c3ccccc3C2Nc2ccc3c(c2)OCCO3)CC1 (configuration not stated)	3.4%

Taken from above:
Value of `CCc1ccc(N=C2N=C(N)c3ccccc32)cc1` in EphA4 KYL inhibition: -3.1%
Value of `O=C(NCS(=O)(=O)c1ccccc1)c1ccccc1` in EphA4 KYL inhibition: -14.6%
Value of `C=CCC(C(=O)OC)(C(=O)OC)c1ccc([N+](=O)[O-])cn1` in EphA4 KYL inhibition: -5.1%
Value of `CCOC(=O)Nc1ccc(S(=O)(=O)Nc2cc(C)nc(C)n2)cc1` in EphA4 KYL inhibition: 4.6%
Value of `CCCC(=O)Nc1cccc2c1CCCC2` in EphA4 KYL inhibition: -0.8%

Next results
SMILES	EphA4 KYL inhibition
O=C(NN1c2ccccc2CCc2ccccc21)c1ccccc1Br	-11.8%
Cc1onc(-c2ccccc2Cl)c1C(=O)N1CCCCC1C(=O)O (configuration not stated)	-4.6%
CCCCN(Cc1ccccc1)C(=O)C1CCCN(S(=O)(=O)c2cnc[nH]2)C1 (configuration not stated)	-6.9%
COCCCNc1oc(COc2ccc(Cl)cc2Cl)nc1C#N	8.7%
Cc1cc(N2CCOCC2)nc(SCc2ccc(Cl)cc2Cl)n1	-0.2%
Cc1ccsc1/C=N/NC(=O)c1sccc1C	-2.6%
Cn1c(N/N=C/c2c[nH]c3ccccc23)nc2ccccc21	-3.7%
CN1C(=O)/C(=C/c2cc(N=Nc3ccccc3)ccc2O)SC1=S	0.7%
Cc1c(Cl)c(-c2n[nH]c(=S)n2Cc2ccco2)nn1C	-13.0%
CCOC(=O)N1CCN(C(=O)CSCc2ccc(C)cc2)CC1	-6.5%
Cc1cc(OCC(=O)c2ccc(Br)cc2)ccc1N1C(=O)CCC1=O	13.3%
O=C(Nc1ccc2c(c1)OCO2)C1CCCN1C(=O)NCc1ccccc1 (configuration not stated)	-8.0%
Cc1nc2[nH]c(=S)[nH]c2cc1Br	0.4%
O=C(O)C1C2C=CC(C2)C1C(=O)N1CCN(CCO)CC1 (configuration not stated)	2.0%
Cc1ccc2c(c1)NC(=O)C(CC(=O)NCCCN1CCCCC1)O2 (configuration not stated)	-8.4%
S=C(c1ccccc1)N1CCN(c2cccc(Cl)c2)CC1	5.4%
CCC(C)N=CC1=C(O)CC(c2ccccc2)CC1=O (configuration not stated)	-0.5%
CC1CCCC(C)N1C(=O)c1ccccc1Nc1ccc(SC(F)F)cc1 (configuration not stated)	-2.5%
CCCOc1ccc(C2Nc3cccc4cccc(c34)N2)cc1	-4.1%
O=C(Nc1nc2ccccc2s1)C1CCCO1 (configuration not stated)	6.4%

Reprinted at random: 2 entries already listed, in no set order.
SMILES	EphA4 KYL inhibition
O=C(Nc1ccc2c(c1)OCO2)C1CCCN1C(=O)NCc1ccccc1 (configuration not stated)	-8.0%
CC1CCCC(C)N1C(=O)c1ccccc1Nc1ccc(SC(F)F)cc1 (configuration not stated)	-2.5%

Going on with the list.
SMILES	EphA4 KYL inhibition
CCOC(=O)C1CCCCN1Cc1cccc(C(F)(F)F)c1 (configuration not stated)	-2.2%
Cc1ccccc1-n1nc(C)c2cc(C(=O)NC3CC3)sc21	-4.0%
COc1ccc(CN2C(=O)CN(C3CCCCCC3)C(=O)C2c2ccc(OC)c(OC)c2)cc1 (configuration not stated)	-13.0%
C=CCN1C(=O)CS/C1=N\N=C\c1cccc([N+](=O)[O-])c1	-8.4%
O=c1[nH]cnc2cc(-c3ccccc3)sc12	-1.0%
c1ccc2[nH]c(CSc3nc4ccccc4s3)nc2c1	-7.1%
Cc1cc(NC(=O)CSc2nnc(C3COc4ccccc4O3)o2)no1 (configuration not stated)	-5.5%
O=C(C(Cc1ccc(Cl)cc1)NS(=O)(=O)c1ccccc1)N1CC[C@@]2(O)CCCC[C@H]2C1 (some centres not stated)	-7.9%
O=C(COc1ccccc1Cl)c1ccc2c(c1)CCCC2	-10.5%
COc1ccc2c(C)c(C(=O)O)oc2c1OC	-4.3%
CCC(=O)N(Cc1cc2cc(OC)ccc2[nH]c1=O)c1cccc(C)c1	-16.0%
O=C(c1ccc(Br)cc1)N1CCN(c2ccc(Cl)cc2[N+](=O)[O-])CC1	1.0%
O=C(CCC1CCCCC1)Nc1ccccc1-c1ccccc1	-9.8%
COc1cc(C(=O)OC(C)CN2CCN(C)CC2)cc(OC)c1OC (configuration not stated)	-21.6%
CC(C)CNC(=O)C1CCCN1S(=O)(=O)c1ccc(Cl)cc1 (configuration not stated)	-8.3%
Cc1cc(NC(=O)CSc2nnc(-c3ccoc3C)n2N)no1	-10.4%
OCCN(CCO)CC(O)Cn1c2ccccc2c2ccccc21 (configuration not stated)	3.5%
S=C(c1ccccc1)N(c1ccccc1)c1ccccc1	1.5%
COc1ccc(C2c3c(oc4ccccc4c3=O)C(=O)N2CC2CCCO2)cc1 (configuration not stated)	11.3%
O=C(Nc1ccc(Oc2ccccc2)cc1)C1CCCO1 (configuration not stated)	11.7%
O=C(CSCCNS(=O)(=O)c1ccccc1)Nc1ccccc1	-0.4%
CC1(C)Cc2c(ccc3ccccc23)/C(=C/C(=O)N2CCCCC2)N1	-5.5%
CCSc1nnc2c(n1)OC(c1ccc(C(=O)O)cc1)N(C(C)=O)c1ccccc1-2 (configuration not stated)	4.8%
Cc1cc2nc(C3CCN(Cc4nnnn4Cc4ccccc4)CC3)[nH]c2cc1C	-1.7%
O=C1NC2=Nc3ccccc3SC(c3ccccc3)=C2C(c2ccc(O)cc2)N1 (configuration not stated)	2.2%
O=C(CCN1C(=O)/C(=C\c2ccccc2Cl)SC1=S)N1CCN(c2ccccc2)CC1	10.0%
O=[N+]([O-])c1ccc(Cl)c(C2Nc3cccc4cccc(c34)N2)c1	-14.0%
N#Cc1cc2ccccc2nc1SCC(=O)Nc1ccccc1N1CCOCC1	-1.5%
CCOC(=O)C1CCCN(CC(=O)Nc2c(C(=O)OC)[nH]c3ccccc23)C1 (configuration not stated)	-12.0%
CC12CC(NC(=O)N1c1cccc(C(=O)NCc3ccc4c(c3)OCO4)c1)c1cc(Cl)ccc1O2 (configuration not stated)	-17.3%
CC(=O)c1cccc(NS(=O)(=O)c2c(C)noc2C)c1	-18.5%
N#CCSc1nnc(C2CCCCC2)n1Cc1ccccc1	-10.9%
CCc1ccc2oc(=O)cc(CN3CCCCC3C)c2c1 (configuration not stated)	-15.7%
NC(=O)SCC(=O)Nc1cccc(F)c1	1.9%
O=C(Nc1nccs1)Oc1ccccc1	3.7%
COc1ccc(Cl)cc1NC(=S)NCCc1c[nH]c2ccccc12	-0.8%
CCN1CCN(CC(O)COc2cccc(OC)c2)CC1 (configuration not stated)	-12.9%
O=C(NCc1cn2ccsc2n1)c1cccs1	0.7%
Cc1ccc(Nc2nc(-c3sc(NC(=O)c4cccc(Cl)c4)nc3C)cs2)cc1	-3.5%
COc1ccc(NC(=O)Cc2nn(C)c(=O)c3ccccc23)c2ncccc12	-5.7%
O=C(CNS(=O)(=O)c1ccc(Br)s1)N1CCN(C(=O)c2ccco2)CC1	-15.7%
CN(C)c1ccc(NC(=O)c2sc(SCC(=O)Nc3ccc(Br)cc3)nc2N)cc1	-9.6%
NC(=O)CSc1nnc(CNc2ccc(F)cc2)n1CC1CCCO1 (configuration not stated)	3.6%
O=C(C1CC(c2ccc(F)cc2)=NO1)N1CCN(Cc2ccccc2)CC1 (configuration not stated)	-6.7%
COCCCNC(=O)CCS(=O)(=O)Cc1ccc(C)cc1	-19.3%
CCc1ccc2[nH]c(=O)c(CN(Cc3ccc4c(c3)OCO4)C(=O)c3ccco3)cc2c1	-4.1%
COc1ccc(-c2cccc(C(=O)Nc3ccc(OC)c(OC)c3)c2)cc1	-8.0%
CCCn1c(SCC(=O)NC23CC4CC(CC(C4)C2)C3)n[nH]c1=O	-4.2%
O=C(N/N=C/c1ccc[nH]1)c1sc2ccccc2c1Cl	5.4%
N#Cc1c(-n2cccc2)cccc1-n1cccc1	-11.1%
(next part)
SMILES	EphA4 KYL inhibition
CC(C)NC(=O)CSc1nncn1-c1ccccc1	13.1%
COc1ccc(/C=N/n2c(SC)nnc(C(C)(C)C)c2=O)cc1OC	-7.6%
CCc1nnc(NC(=O)CCC(=O)N2CCN(Cc3cc(Cl)ccc3OC)CC2)s1	-1.5%
CCOC(=O)c1cc(CC)sc1NC(=O)c1cc(OC)c(OC)c(OC)c1	-10.4%
CCOc1ccc(NC(=O)CN(c2cccc(Br)c2)S(=O)(=O)c2ccccc2)cc1	12.5%
CCOc1cc(C2C(C#N)=C(N)OC3CCCC(=O)C32)ccc1OCCN1CCOCC1 (configuration not stated)	5.9%
Cc1cc(OC(=O)c2c(Cl)cc(Cl)cc2Cl)nc(C)n1	1.3%
Cc1ccccc1OCCNc1cc(N2CCCCC2)ccc1[N+](=O)[O-]	2.6%
O=c1[nH]c2ccc(Cl)cc2c(-c2ccccc2)c1N1CCN(c2ccccn2)CC1	-13.0%
CCn1c(CNC(=O)Cc2ccc(OC)cc2)nnc1SCC(=O)NC1CCCCC1	-2.6%
CCCN=Cc1sc2ccc(OCC)cc2c1O	-7.4%
CCOC(=O)c1c(C)[nH]c(C(=O)CSc2nnnn2-c2ccccc2)c1C	4.8%
